Bioassay records: PubChem, several laboratories
GLD-1 TGE inh: GLD-1-TGE RNA interaction inhibition (C. elegans); purified GLD-1 + fluorescein TGE RNA, fluorescence polarization; Q17339; inhibition, % at 5.96 µM; actives 0.44% (n = 320,000);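 active = percent inhibition above a per-plate cutoff, the plate mean of test compounds plus 3 SD, cut at about 30% in these data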;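 note: 0% = DMSO wells with GLD-1 and probe and 100% = wells lacking GLD-1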
MCL1-BIM inh: disrupts human MCL1 binding to BIM-BH3 peptide | actives 0.68% (n = 320,000) | AID 2057 | inhibition, % at 10.9 µM | GST-MCL1 / FITC-Bim-BH3 fluorescence polarization | Q07820;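 active = inhibition above the mean inhibition of all tested compounds plus 3 SD, set per campaign, cut at about 40% in these data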;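 note: 0% = DMSO wells and 100% = unlabeled Bim-BH3 peptide control; higher means more loss of mP so more displacement of Bim peptide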
CR mimetic SO: lowers age-related superoxide in aged yeast cells | S. cerevisiae aged cells, superoxide DHE fluorescence; hits give low values | superoxide response (% of plate mean), % at 10 µM | actives 0.18% (n = 330,000) | AID 2690;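 active = superoxide response under a set limit, about three screen SD below normal, cut at about 65% in these data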;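 note: yeast aged for seven days with compound at 30 °C before DHE staining; 100% = average MFI of all compound-treated wells on the plate with controls excluded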
Efflux pump inh: antifungal efflux pump inhibition, Nile Red retention; S. cerevisiae Candida pump triplex; actives 0.44% (n = 330,000); inhibition, % at 10 µM;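 active = plate passing quality check with inhibition over a set limit, or well fluorescence over plate mean plus 4 SD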;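 note: Nile Red retained in pooled yeast measured as flow cytometry median fluorescence; 0% = buffer negative control and 100% = Enniatin B positive control; higher means more Nile Red kept so more efflux inhibition; some compounds called inactive have numbers as strong as hits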
ZTA counter: blocks Epstein-Barr virus ZTA, an EBNA-1 counter-screen | actives 0.15% (n = 320,000) | inhibition, % at 11 µM | P03206 | ZTA-DNA binding, fluorescence polarization; in the data active = inhibition above about 33%
Target sequence (P03206 whole entry, looked up): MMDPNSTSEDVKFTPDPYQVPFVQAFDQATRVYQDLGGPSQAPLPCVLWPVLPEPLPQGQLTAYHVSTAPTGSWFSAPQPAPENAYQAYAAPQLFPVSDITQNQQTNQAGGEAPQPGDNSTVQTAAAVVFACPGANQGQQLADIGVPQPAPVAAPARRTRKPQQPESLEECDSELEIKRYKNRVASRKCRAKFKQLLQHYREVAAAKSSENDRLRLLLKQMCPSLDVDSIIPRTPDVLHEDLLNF
EBNA-1 inh: blocks EBNA-1 binding to DNA; EBNA-1 DNA binding, fluorescence polarization; inhibition, % at 14.8 µM; actives 0.34% (n = 300,000); in the data active = inhibition above about 28%
Fam108B inh: Fam108B inhibition, counter-screen for RBBP9 inhibitors | actives 0.33% (n = 300,000) | inhibition, % at 9.51 µM | AID 1947 | recombinant Fam108B, FP-Rh probe fluorescence polarization;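 active = inhibition above the screen mean inhibition plus 3 SD, computed separately per campaign, cut at about 18% in these data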;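 note: inhibitors lower polarization as less probe binds the enzyme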
BCLXL inh: inhibitors of human Bcl-xL | Q07817 | GST-Bcl-xL / FITC-Bim BH3 peptide fluorescence polarization | inhibition, % at 10.9 µM | actives 0.7% (n = 320,000) | AID 2129;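 active = inhibition above the mean of all tested compounds plus 3 SD, cutoff set per campaign, cut at about 30% in these data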;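 note: 0% = DMSO wells and 100% = unlabeled Bim-BH3 peptide competitor; inhibitors lower millipolarization by displacing the labeled peptide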
Target sequence (Q07817 whole entry, looked up): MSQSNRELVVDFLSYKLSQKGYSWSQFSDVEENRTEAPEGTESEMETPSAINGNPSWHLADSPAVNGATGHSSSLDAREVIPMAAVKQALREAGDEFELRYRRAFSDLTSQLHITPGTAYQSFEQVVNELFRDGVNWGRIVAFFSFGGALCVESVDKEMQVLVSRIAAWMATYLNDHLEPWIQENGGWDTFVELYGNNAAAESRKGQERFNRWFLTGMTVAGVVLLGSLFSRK
MEX-5 binding: C. elegans MEX-5 TCR-2 RNA binding activity. actives 0.38% (n = 300,000). activity score (negative = inhibition of binding), % at 10 µM. MEX-5/FITC-TCR2 RNA binding, fluorescence polarization; hits give low values;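 active = inhibition past about -25% in most replicates, and total fluorescence under double the plate's negative control median, limit read from the data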;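 note: 0% = DMSO and -100% = 5 µM competing unlabeled TCR2 RNA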
Target sequence (Q9XUB2 whole entry, looked up): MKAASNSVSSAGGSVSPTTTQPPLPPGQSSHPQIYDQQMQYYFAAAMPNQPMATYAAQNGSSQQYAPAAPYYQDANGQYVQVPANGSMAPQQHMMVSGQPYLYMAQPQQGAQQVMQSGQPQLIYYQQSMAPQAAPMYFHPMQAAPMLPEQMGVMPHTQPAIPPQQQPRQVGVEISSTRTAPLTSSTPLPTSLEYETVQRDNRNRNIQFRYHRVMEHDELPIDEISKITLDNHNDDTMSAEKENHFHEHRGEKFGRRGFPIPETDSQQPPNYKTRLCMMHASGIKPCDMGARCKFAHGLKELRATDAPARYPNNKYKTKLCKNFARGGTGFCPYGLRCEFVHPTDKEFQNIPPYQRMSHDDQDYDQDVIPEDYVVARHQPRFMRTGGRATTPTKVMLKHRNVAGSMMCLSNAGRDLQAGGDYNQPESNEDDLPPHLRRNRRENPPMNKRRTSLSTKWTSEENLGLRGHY
Active calls of the source: *.

Start of the data: the first 2 compounds, to show the layout:
For O=C(CCN1N=C(c2ccccc2)CCC1=O)NCC1CCCO1 (stereo not given) the results were GLD-1 TGE inh 3, MCL1-BIM inh 6, CR mimetic SO 89, Efflux pump inh -0.1, ZTA counter 8, EBNA-1 inh 7, Fam108B inh 1, BCLXL inh 4 and MEX-5 binding 1.8.
For COc1cccc(N(C(=O)Cn2nnc(-c3ccc(C)cc3)n2)C(C(=O)NC(C)(C)C)c2c[nH]c3ccccc23)c1 (stereo not given) the results were GLD-1 TGE inh -3, MCL1-BIM inh 0, CR mimetic SO 93, Efflux pump inh 0.1, ZTA counter 5, EBNA-1 inh -3, Fam108B inh -9, BCLXL inh -4 and MEX-5 binding 1.8.

The listing, from the start:
For O=C(CCN1N=C(c2ccccc2)CCC1=O)NCC1CCCO1 (stereo not given) the results were GLD-1 TGE inh 3, MCL1-BIM inh 6, CR mimetic SO 89, Efflux pump inh -0.1, ZTA counter 8, EBNA-1 inh 7, Fam108B inh 1, BCLXL inh 4 and MEX-5 binding 1.8.
For COc1cccc(N(C(=O)Cn2nnc(-c3ccc(C)cc3)n2)C(C(=O)NC(C)(C)C)c2c[nH]c3ccccc23)c1 (stereo not given) the results were GLD-1 TGE inh -3, MCL1-BIM inh 0, CR mimetic SO 93, Efflux pump inh 0.1, ZTA counter 5, EBNA-1 inh -3, Fam108B inh -9, BCLXL inh -4 and MEX-5 binding 1.8.
CCOC(=O)C(C)N1N=C(/C=C/c2ccc(OC)cc2)CCC1=O (stereo not given) was read as GLD-1 TGE inh 2, MCL1-BIM inh -6, CR mimetic SO 100, Efflux pump inh 0.1, ZTA counter 11, EBNA-1 inh 4, Fam108B inh 1, BCLXL inh 3 and MEX-5 binding 3.1.
For Cc1cc(C)c2c(n1)SCC(=O)N2CC(=O)Nc1cccc(Cl)c1 the results were GLD-1 TGE inh 1, MCL1-BIM inh -10, CR mimetic SO 95, Efflux pump inh -0.2, ZTA counter 1, EBNA-1 inh -1, Fam108B inh -5, BCLXL inh 4 and MEX-5 binding -0.2.
`CCOC(=O)c1cc(C)sc1NC(=O)CN1CCN(C(=O)c2ccco2)CC1` gave GLD-1 TGE inh 2, MCL1-BIM inh 2, CR mimetic SO 85, Efflux pump inh -0.1, ZTA counter -13, EBNA-1 inh -6, Fam108B inh -10, BCLXL inh 5 and MEX-5 binding -0.8.
CN(c1ccc(C(=O)N/N=C/c2cccc([N+](=O)[O-])c2)cc1)S(=O)(=O)c1ccccc1 was read as GLD-1 TGE inh 10, MCL1-BIM inh 3, CR mimetic SO 100, Efflux pump inh -0.1, ZTA counter -28, EBNA-1 inh -9, Fam108B inh 4, BCLXL inh 3 and MEX-5 binding 3.7.
`CCOC(=O)c1c(C)c2c(=O)[nH]cnc2n1-c1ccccc1` gave GLD-1 TGE inh 7, MCL1-BIM inh 5, CR mimetic SO 85, Efflux pump inh -0.1, ZTA counter -3, EBNA-1 inh 10, Fam108B inh 1, BCLXL inh 6 and MEX-5 binding 0.4.
`O=S(=O)(NCCNc1nccc(C(F)(F)F)n1)c1ccccc1` gave GLD-1 TGE inh -1, MCL1-BIM inh 3, CR mimetic SO 119, Efflux pump inh -0.1, ZTA counter -14, EBNA-1 inh -10, Fam108B inh 1, BCLXL inh 2 and MEX-5 binding 1.1.
Screening CC(C)CN(C(=O)COC(=O)c1ccc2ccccc2n1)C1CCS(=O)(=O)C1 (stereo not given) returned GLD-1 TGE inh 2, MCL1-BIM inh -8, CR mimetic SO 145, Efflux pump inh 0.1, ZTA counter 1, EBNA-1 inh -9, Fam108B inh -7, BCLXL inh -3 and MEX-5 binding -0.6.
Screening c1ccc(-c2n[nH]c3c2CCC3)cc1 returned GLD-1 TGE inh 1, MCL1-BIM inh 2, CR mimetic SO 98, Efflux pump inh 0.0, ZTA counter 6, EBNA-1 inh 0, Fam108B inh -4, BCLXL inh 3 and MEX-5 binding 1.2.
For O=C(CCCn1c(=S)[nH]c2ccccc2c1=O)N1CCN(c2cccc(Cl)c2)CC1 the results were GLD-1 TGE inh -10, MCL1-BIM inh 1, CR mimetic SO 111, Efflux pump inh 0.0, ZTA counter -2, EBNA-1 inh -12, Fam108B inh -1, BCLXL inh 2 and MEX-5 binding 0.1.
Screening Cc1ccc(CCCNC(=O)C2CCC(=O)N(Cc3cccc(F)c3)C2)cc1 (stereo not given) returned GLD-1 TGE inh 3, MCL1-BIM inh 4, CR mimetic SO 101, Efflux pump inh -0.2, ZTA counter -12, EBNA-1 inh -4, Fam108B inh 1, BCLXL inh 2 and MEX-5 binding -0.2.
`CCN(CC)S(=O)(=O)c1ccc2oc(C(=O)N3CCOCC3)c(C)c2c1` gave GLD-1 TGE inh 5, MCL1-BIM inh 0, CR mimetic SO 78, Efflux pump inh 0.0, ZTA counter -18, EBNA-1 inh -7, Fam108B inh -1, BCLXL inh 4 and MEX-5 binding 0.3.
COc1ccc(S(=O)(=O)N2CCC(C(=O)NCc3ccco3)CC2)cc1 was read as GLD-1 TGE inh 0, MCL1-BIM inh 15, CR mimetic SO 97, Efflux pump inh -0.1, ZTA counter -6, EBNA-1 inh 8, Fam108B inh 0, BCLXL inh 11 and MEX-5 binding 1.6.
`O=C(CN1CCOCC1)Nc1ccc(C2CCCCC2)cc1` gave GLD-1 TGE inh 3, MCL1-BIM inh 5, CR mimetic SO 89, Efflux pump inh -0.1, ZTA counter -6, EBNA-1 inh -12, Fam108B inh -2, BCLXL inh 7 and MEX-5 binding 0.7.
Screening COc1ccc(CNC(=O)CSc2nc3ccc(C)cc3[nH]2)cc1OC returned GLD-1 TGE inh 6, MCL1-BIM inh -7, CR mimetic SO 100, Efflux pump inh -0.2, ZTA counter 7, EBNA-1 inh 6, Fam108B inh -2, BCLXL inh -5 and MEX-5 binding 1.1.
For CN(C)c1ccnc(Nc2ccccc2)c1C#N the results were GLD-1 TGE inh 3, MCL1-BIM inh -10, CR mimetic SO 117, Efflux pump inh -0.1, ZTA counter -9, EBNA-1 inh 8, Fam108B inh -1, BCLXL inh 2 and MEX-5 binding -3.0.
Screening COc1ccc(OC)c(CCNC(=O)CCc2nnc3ccc(N4CCOCC4)nn23)c1 returned GLD-1 TGE inh 5, MCL1-BIM inh 1, CR mimetic SO 97, Efflux pump inh 0.0, ZTA counter 10, EBNA-1 inh 7, Fam108B inh -1, BCLXL inh 1 and MEX-5 binding -2.4.
c1ncn(C23CC4CC(CC(C4)C2)C3)n1 was read as GLD-1 TGE inh 0, MCL1-BIM inh -9, CR mimetic SO 93, Efflux pump inh -0.1, ZTA counter 12, EBNA-1 inh 3, Fam108B inh 0, BCLXL inh 0 and MEX-5 binding 0.5.
Screening CCOC(=O)C1CCN(C(=O)c2ccc3snnc3c2)CC1 returned GLD-1 TGE inh 7, MCL1-BIM inh -1, CR mimetic SO 112, Efflux pump inh -0.1, ZTA counter 11, EBNA-1 inh 6, Fam108B inh 1, BCLXL inh -1 and MEX-5 binding 0.8.

Reprinted at random: four records from the list
Screening CCOC(=O)C1CCN(C(=O)c2ccc3snnc3c2)CC1 returned GLD-1 TGE inh 7, MCL1-BIM inh -1, CR mimetic SO 112, Efflux pump inh -0.1, ZTA counter 11, EBNA-1 inh 6, Fam108B inh 1, BCLXL inh -1 and MEX-5 binding 0.8.
Screening COc1ccc(CNC(=O)CSc2nc3ccc(C)cc3[nH]2)cc1OC returned GLD-1 TGE inh 6, MCL1-BIM inh -7, CR mimetic SO 100, Efflux pump inh -0.2, ZTA counter 7, EBNA-1 inh 6, Fam108B inh -2, BCLXL inh -5 and MEX-5 binding 1.1.
Screening Cc1ccc(CCCNC(=O)C2CCC(=O)N(Cc3cccc(F)c3)C2)cc1 (stereo not given) returned GLD-1 TGE inh 3, MCL1-BIM inh 4, CR mimetic SO 101, Efflux pump inh -0.2, ZTA counter -12, EBNA-1 inh -4, Fam108B inh 1, BCLXL inh 2 and MEX-5 binding -0.2.
For CN(C)c1ccnc(Nc2ccccc2)c1C#N the results were GLD-1 TGE inh 3, MCL1-BIM inh -10, CR mimetic SO 117, Efflux pump inh -0.1, ZTA counter -9, EBNA-1 inh 8, Fam108B inh -1, BCLXL inh 2 and MEX-5 binding -3.0.

Continuation:
Screening CN(C)CCn1c2c(c(SCC(=O)N3CCc4ccccc43)nc1=O)CCCC2 returned GLD-1 TGE inh 2, MCL1-BIM inh 2, CR mimetic SO 81, Efflux pump inh 0.0, ZTA counter 9, EBNA-1 inh 6, Fam108B inh 1, BCLXL inh 0 and MEX-5 binding -0.4.
Screening CCOCCCNC(=S)N1CCN(c2nc(-c3ccccc3)cs2)CC1 returned GLD-1 TGE inh 2, MCL1-BIM inh 12, CR mimetic SO 107, Efflux pump inh 0.2, ZTA counter 6, EBNA-1 inh 10, Fam108B inh 0, BCLXL inh 5 and MEX-5 binding 4.1.
CCN(Cc1ccccc1)C(=O)CCNS(=O)(=O)c1cc(Br)cnc1N was read as GLD-1 TGE inh 4, MCL1-BIM inh 7, CR mimetic SO 104, Efflux pump inh 0.1, ZTA counter -1, EBNA-1 inh -2, Fam108B inh -2, BCLXL inh 5 and MEX-5 binding -1.2.
For Cc1ccccc1C(=O)NNS(=O)(=O)c1cccc([N+](=O)[O-])c1 the results were GLD-1 TGE inh 6, MCL1-BIM inh 6, CR mimetic SO 108, Efflux pump inh 0.0, ZTA counter -23, EBNA-1 inh -7, Fam108B inh 2, BCLXL inh -1 and MEX-5 binding -0.5.
For CCOc1ccc(NC(=O)C2CCN(S(=O)(=O)c3ccc4c(c3)CC(C)N4C(C)=O)CC2)cc1 (stereo not given) the results were GLD-1 TGE inh 3, MCL1-BIM inh 1, CR mimetic SO 119, Efflux pump inh -0.1, ZTA counter 5, EBNA-1 inh 3, Fam108B inh 7, BCLXL inh -1 and MEX-5 binding 2.4.
For Cc1cc2c(cc1C)[n+](C)cn2CC(O)COCc1ccccc1 (stereo not given) the results were GLD-1 TGE inh -2, MCL1-BIM inh -21, CR mimetic SO 94, Efflux pump inh 0.1, ZTA counter 4, EBNA-1 inh 2, Fam108B inh -1 and BCLXL inh -18.
`COc1ccnc2c1c(=O)n(Cc1cccc(F)c1)c(=O)n2C` gave GLD-1 TGE inh 3, MCL1-BIM inh 4, CR mimetic SO 82, Efflux pump inh 0.0, ZTA counter -10, EBNA-1 inh -5, Fam108B inh 1, BCLXL inh 11 and MEX-5 binding 1.2.
Screening Nc1nonc1C(=O)NCCN=Cc1ccccc1O returned GLD-1 TGE inh 5, MCL1-BIM inh -1, CR mimetic SO 95, Efflux pump inh -0.1, ZTA counter -5, EBNA-1 inh 7, Fam108B inh -5, BCLXL inh 3 and MEX-5 binding -2.0.
Screening COc1ccc(OCCOCCN2CCOCC2)cc1 returned GLD-1 TGE inh -10, MCL1-BIM inh 2, CR mimetic SO 124, Efflux pump inh -0.1, ZTA counter -2, EBNA-1 inh 0, Fam108B inh 4, BCLXL inh 6 and MEX-5 binding -0.1.
`COc1ccc(C(C)=O)cc1COC(=O)C1CC(=O)N(Cc2ccccc2)C1` (stereo not given) gave GLD-1 TGE inh 4, MCL1-BIM inh -11, CR mimetic SO 82, Efflux pump inh -0.3, ZTA counter 9, EBNA-1 inh 3, Fam108B inh 3, BCLXL inh -1 and MEX-5 binding -1.1.
CN(CC(=O)Nc1ccc(Cl)c(C(F)(F)F)c1)C(=O)C1(c2ccccc2)CC1 was read as GLD-1 TGE inh 2, MCL1-BIM inh 9, CR mimetic SO 111, Efflux pump inh -0.1, ZTA counter -24, EBNA-1 inh 1, Fam108B inh -1, BCLXL inh 1 and MEX-5 binding -0.2.
